Screening results as filed in PubChem BioAssay.
mIDH1 inhibitor: human IDH1 R132H inhibition | O75874 | 390,000 tested, 0.093% active | IDH1-R132H enzyme, NADPH consumption, diaphorase/resazurin fluorescence | Potency, µM (series often up to 76.6 µM), for the others: top-dose activity change, negative = inhibition, hits mostly inhibitors; also: potency is read from the fitted curve at half-maximal effect; % is scaled to controls: 0 for no effect and ±100 for the full control effect; nearly all actives have a fitted effect of over 65% in size
Target sequence (O75874 whole entry R132H, stated change not applied): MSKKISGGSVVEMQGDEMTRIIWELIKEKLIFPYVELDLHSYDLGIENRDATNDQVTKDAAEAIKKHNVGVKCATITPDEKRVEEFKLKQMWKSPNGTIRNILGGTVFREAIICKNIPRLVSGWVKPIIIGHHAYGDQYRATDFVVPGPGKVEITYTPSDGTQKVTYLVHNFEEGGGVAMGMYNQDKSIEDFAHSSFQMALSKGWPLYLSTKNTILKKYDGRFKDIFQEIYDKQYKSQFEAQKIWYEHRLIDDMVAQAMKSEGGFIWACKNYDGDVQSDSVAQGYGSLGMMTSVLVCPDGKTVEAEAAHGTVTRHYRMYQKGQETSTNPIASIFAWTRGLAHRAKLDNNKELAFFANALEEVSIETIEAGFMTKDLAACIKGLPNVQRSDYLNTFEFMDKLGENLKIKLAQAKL
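IDH1-R132H (0.5 ug/mL dispensed) in pH 7.5 Tris buffer was preincubated 30 min with compound, then given a substrate mix of 0.016 mM NADPH and 2 mM alpha-KG for 80 min at room temperature; remaining NADPH was read by diaphorase/resazurin fluorescence.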
Tb PGK inh: T. brucei PGK inhibition. Potency, µM (highest dose often 57.5 µM), for the others: top-dose activity change, negative = inhibition, hits mostly inhibitors. 380,000 tested, 0.043% active. P07378. PGK/GAPDH coupled, Kinase-Glo luminescence, 60 min; also: potency is read from the fitted curve at half-maximal effect; % is scaled to controls: 0 for no effect and ±100 for the full control effect; nearly all actives have a fitted effect of over 60% in size
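Luminescent ATP detection (Kinase-Glo Plus) follows a 60-minute room-temperature incubation, with wells lacking PGK as controls. Buffer: 100 mM TEA (pH 7.6), 5 mM MgCl2, 0.01% Tween-20. Coupling enzyme GAPDH (100 nM final) supplies unstable 1,3-BPG in-well.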
GLS inhibitor: blocks human kidney-isoform glutaminase activity | GLS enzymatic activity, qHTS titration | Potency, µM (top dose mostly 45.5 µM), without a hit: at the highest dose activity change, negative = inhibition, actives largely listed as inhibitors | 410,000 tested, 0.21% active | AID 624170; also: potency is read from the fitted curve at half-maximal effect; % is scaled to controls: 0 for no effect and ±100 for the full control effect
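hKGA in 45 mM KH2PO4 (pH 8.2), 0.02% Tween-20 with compound, then 1mM L-Glutamine (stock as added) plus glutamate oxidase/HRP/Amplex red coupling mix. Fluorescence read initially and after 30 min at RT; signal change reflects glutamate formation.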
USP1 inh: blocks the human USP1/UAF1 deubiquitinase complex; 390,000 tested, 0.23% active; Potency, µM (doses to about 57.1 µM), for the others: at the highest dose activity change, negative = inhibition, most hits filed as inhibitors; recombinant USP1/UAF1, Ub-Rhodamine cleavage fluorescence; O94782; also: potency is read from the fitted curve at half-maximal effect; % is scaled to controls: 0 for no effect and ±100 for the full control effect; nearly all actives have a fitted effect of over 60% in size; inactives centre near -12
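In this screen, compounds sit with the deubiquitinase complex (1nM) for 15 min at room temperature before Ub-Rho is added at 150nM final. Fluorescence rise is then followed for 6 reads every 60 seconds.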
Pin1 inhibitor: blocks the human prolyl isomerase Pin1 | 390,000 tested, 0.009% active | Pin1 FP peptide displacement, HiFluor488, 10 min | Q13526 | Potency, µM (doses to about 115 µM), for the others: at the top dose activity, negative = inhibition, most hits filed as inhibitors | AID 504891; active = well fitted inhibition curve with a large enough effect in the polarisation, with a control signal flat, not every such curve was filed as active; inconclusive = small, poorly fitted or top-dose-only effect, or effect the other way, or a change in a side signal; inactive = no such curve, though single readings can be large or run the other way; the % refers to the polarisation; also: potency is read from the fitted curve at half-maximal effect; % is scaled to controls: 0 for no effect and ±100 for the full control effect
TrxR1 inh: rat TrxR1 inhibition; O89049; AID 588453; Potency, µM (titrated, usually from 114 µM), for the others: at the highest dose activity change, negative = inhibition, hits mostly inhibitors; recombinant rTrxR1, NADPH fluorescence consumption, selenite substrate; 390,000 tested, 1% active; also: potency is read from the fitted curve at half-maximal effect; % is scaled to controls: 0 for no effect and ±100 for the full control effect; nearly all actives have a fitted effect of over 65% in size
Target sequence (O89049 whole entry, looked up): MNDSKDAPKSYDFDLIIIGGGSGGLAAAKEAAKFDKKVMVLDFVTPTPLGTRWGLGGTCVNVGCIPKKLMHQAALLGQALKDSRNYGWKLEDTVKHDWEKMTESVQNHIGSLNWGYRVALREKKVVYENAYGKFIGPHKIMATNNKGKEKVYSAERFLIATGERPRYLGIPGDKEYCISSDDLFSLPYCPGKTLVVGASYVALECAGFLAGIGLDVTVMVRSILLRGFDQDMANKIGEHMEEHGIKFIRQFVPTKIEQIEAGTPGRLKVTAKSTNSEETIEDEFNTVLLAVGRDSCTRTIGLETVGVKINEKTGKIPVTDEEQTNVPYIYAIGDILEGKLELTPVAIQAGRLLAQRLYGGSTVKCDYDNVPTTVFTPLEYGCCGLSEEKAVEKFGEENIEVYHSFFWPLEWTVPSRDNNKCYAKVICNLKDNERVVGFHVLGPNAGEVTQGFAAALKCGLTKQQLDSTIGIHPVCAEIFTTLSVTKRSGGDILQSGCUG
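Rat TrxR1 (90 nM in the dispensed reagent) was pre-reduced with 400 uM NADPH for 5 min at room temperature, then incubated with compound for 15 min. After 400 uM selenite was added, NADPH fluorescence (Ex 340/Em 450 nm) was followed for 8 min.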
PI4K2A block: PI4K2A (human) kinase inhibition; Q9BTU6; purified PI4K2A, ADP-Glo luminescence, 1 h; stronger effect = lower value; activity change, negative = inhibition, % at 76.9 µM; 420,000 tested, 0.13% active; in the data active = activity change below about -50%; inconclusive = mostly about -30% to -49%;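 also: -100% = wells without enzyme as full effect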
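PI4K2A activity was measured by ADP-Glo luminescence: enzyme (4 ug/mL stock) and phosphatidylinositol (1.2 mM stock) in Tris pH 7.5/MgCl2/EGTA/Triton X-100 buffer were reacted with ATP (300 microM stock) for one hour at ambient temperature.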
HP1b binding inh: blocks HP1-beta chromodomain binding to methylated histone tails; 390,000 tested, 0.56% active; P83916; Potency, µM (doses to about 114 µM), without a hit: top-dose activity change, negative = inhibition, hits mostly inhibitors; AlphaScreen HP1-beta / biotin-H3K9me3 peptide binding; AID 540317; also: potency is read from the fitted curve at half-maximal effect; nearly all actives have a fitted effect of over 70% in size; inactives centre near 23
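Compound inhibition of the preformed complex between 50 nM HP1-beta and 50 nM biotinylated H3K9me3 peptide was read by AlphaScreen. Buffer was PBS pH 7.4 with 0.01% Tween-20. Incubations ran 30 min at room temperature, with 10 ug/mL donor/acceptor beads.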
TrxR1 substrate: substrates of rat thioredoxin reductase 1; Potency, µM (doses to about 114 µM), for the others: at the highest dose activity change, negative = substrate turnover; 390,000 tested, 0.01% active; purified TrxR1 substrate turnover, NADPH consumption readout; O89049; also: potency is read from the fitted curve at half-maximal effect; % is scaled to controls: 0 for no effect and ±100 for the full control effect; nearly all actives have a fitted effect of over 50% in size
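Rat TrxR1, dispensed at 90 nM, was prereduced with 400 uM NADPH (final) for 5 min at ~22 deg C, then incubated with compound 15 min before 400 uM selenite. A first-read NADPH fluorescence drop versus no-compound background flagged substrates.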
* = called active by the depositor; i = inactive; ? = inconclusive; / = not tested or not shown; & = joins results of further samples; [ ] = another dose, or the depositor's remark. Unless noted, calls follow the shape of the dose curve; as a rule, active = well fitted curve in the direction sought with a large enough effect; inconclusive = small, poorly fitted or top-dose-only effect, or another doubt; inactive = no such curve, though single readings can be large; an effect the other way counts as inactive or inconclusive. An excerpt, so the mix of outcomes need not match the whole.

SMILES	mIDH1 inhibitor	Tb PGK inh	GLS inhibitor	USP1 inh	Pin1 inhibitor	TrxR1 inh	PI4K2A block	HP1b binding inh	TrxR1 substrate
COC(=O)[C@H]1[C@H]2C[C@@H]3c4[nH]c5cc(OC)ccc5c4CCN3C[C@H]2C[C@@H](OC(=O)c2ccc(N)cc2)[C@@H]1OC	4%	7%	1%	-12%	?	-15%	3	-15%	4%
COc1ccc(OCC(=O)N2CCN(S(=O)(=O)c3ccccc3[N+](=O)[O-])CC2)cc1	5%	-2%	0%	-20%	-11%	14%	-2	5%	3%
CCN(CC)c1ccc(NC(=O)c2cc(C)nc3c2c(C)nn3-c2cccc(F)c2)c(C)c1	-13%	12%	0%	-20%	-3%	6%	-3	8%	-2%
Oc1ccccc1/C=N/n1c(COc2ccccc2)n[nH]c1=S	16%	-4%	2%	-18%	-7%	?	2	?	7%[57.1 µM]
O=S(=O)(NCC1CCCO1)c1cc(Cl)ccc1Br (configuration not stated)	5%	-3%	-7%	-9%	-6%	-4%[57.1 µM]	-2	41%[activator]	4%[57.1 µM]
CCCCCOc1cccc(C2C(C(=O)c3cccs3)=C(O)C(=O)N2CCN2CCOCC2)c1 (configuration not stated)	4%	-2%	-8%	-10%	0%	-7%[57.1 µM]	1	-3%	-1%[57.1 µM]
CCN(C(=O)COC(=O)c1ccc(Cl)nc1)C1CCS(=O)(=O)C1 (configuration not stated)	-9%	2%	-1%	2%	-4%	?	0	55%[activator]	-5%
CC(C)c1cc(C(N)=O)c(NC(=O)C2CCC2)s1	7%	i	6%	-7%	0%	-3%	4	43%[activator]	2%
CCOC(=O)c1c(NC(=O)C2COc3ccccc3O2)sc2c1CCN(Cc1ccccc1)C2 (configuration not stated)	5%	0%	11%	-1%	20%	4%	4	10%	-2%
C[N+](C)(C)CCOc1ccc([N+](=O)[O-])cc1	-1%	0%	0%	-24%	-3%	18%	6	41%[activator]	0%
Cc1cc(C)cc(C(=O)NN2CCN(C)CC2)c1	13%	4%	0%	-3%	-3%	12%[57.1 µM]	-1	-5%	10%
COc1cc(C(=O)N/N=C(\Cc2ncc[nH]2)c2ccccc2)cc(OC)c1OC	-5%	-4%	-10%	-14%	2%	23%[57.1 µM]	2	-1%	7%[57.1 µM]
C[C@H](CO)N1C[C@H](C)[C@@H](CN(C)C(=O)c2ccc3c(c2)OCO3)Oc2cc(/C=C/c3ccccc3)ccc2S1(=O)=O	8%	-5%	-1%	-24%	/	/	10	/	/
COc1ccc(C(=O)NC2CCSc3ccccc32)cc1 (configuration not stated)	23%	-1%	10%	-7%	-11%	-18%	1	17%	-11%
COC(=O)CNC(c1ccccc1)c1cc(Br)ccc1NC(=O)OCc1ccccc1 (configuration not stated)	5%	-5%	-1%	-24%	0%	-2%	-4	37%	-5%
C/C(=C\C(=O)O)CC(=O)O	6%	i	0%	-10%	2%	7%[57.1 µM]	2	28%	-6%[57.1 µM]
CCn1c(COc2ccccc2OC)nnc1SCC(=O)NC1CCCC1	5%	i	-5%	-13%	5%	6%[57.1 µM]	0	33%	7%[57.1 µM]
Cc1c(Cl)cccc1NC(=O)Nc1ccn(C)n1	5%	-10%	-1%	-4%	-12%	13%[57.1 µM]	3	24%	-5%[11.4 µM]
CC(NC(=O)COC(=O)c1cccc(S(=O)(=O)N2CCCC2)c1)c1ccccc1 (configuration not stated)	8%	6%	1%	-8%	1%	-9%	1	21%	-6%
COc1cc2nc(CN3CCOCC3)n(CC(=O)N3CCCCCC3)c(=O)c2cc1OC	-3%	9%	3%	0%	5%	12%	4	2%	0%
C/C(=C\c1ccc(C(=O)O)cc1)c1ccc2c(c1)C(C)(C)CCC2(C)C	-2%	1%	-8%	-14%	-1%	24%[57.1 µM]	1&-2	3%	190%[activator][57.1 µM]
CCN(CC)CCNC(=O)c1ccc(NC(=O)c2ccc(F)cc2F)cc1	4%	0%	-3%	-18%	-3%	18%	5	25%	5%
CN(Cc1ccccc1)C(=O)COC(=O)CCNC(=O)c1ccccc1Cl	8%	-1%	-9%	-11%	-7%	2%[57.1 µM]	2	41%[activator]	-9%
Fc1ccc(CN2CCCN(Cc3nc(-c4ccc5c(c4)OCO5)no3)CC2)cc1	3%	/	5%	-19%	-2%	?	-6	1%	4%
COc1cc(SC)ccc1C(=O)Nc1ccccn1	11%	-10%	0%	-31%	0%	15%	-3	25%	2%
CCc1ccccc1OCC(=O)OCC(=O)N1CC(=O)Nc2ccccc21	2%	7%	-1%	0%	?	-13%	0	21%	-2%[57.1 µM]
Cc1c(NC2=CC(=O)CCC2)c(=O)n(-c2ccccc2)n1C	-1%	0%	17%	-18%	-8%	17%	5	39%[activator]	-2%
CCOC(=O)N1CCN(C(=O)c2noc3c2COc2ccccc2-3)CC1	-7%	i	1%	-9%	-11%	6%[57.1 µM]	2	39%[activator]	3%[57.1 µM]
COc1ccc2nc(NC(=O)Cc3ccc(OC)c(S(=O)(=O)N4CCOCC4)c3)sc2c1	4%	-10%	2%	-21%	1%	7%	0	-23%	-1%
Cc1occc1-c1nnc(SCC(=O)N2CCCCC2)o1	10%	i	-4%	-24%	0%	25%	2	59%[activator]	6%
CC(=O)c1c(C)[nH]c(C(=O)N2CCN(c3ccccn3)CC2)c1C	-10%	2%	-1%	-28%	-6%	37%[activator]	3	27%	12%
O=C(CSc1nc(-c2ccccc2)c(-c2ccccc2)[nH]1)NCc1ccco1	1%	-8%	4%	-24%	17%	0%	-3	-19%	4%
CC1Sc2ccc(S(=O)(=O)N3CCC(C(=O)N(C)Cc4ccccc4)CC3)cc2NC1=O (configuration not stated)	-17%	i	-2%	-11%	38%[activator]	17%	2	15%	-3%
O=C(NC(=S)NNS(=O)(=O)c1ccccc1)c1cccnc1	-1%	4%	-2%	-3%	0%	25µM*	-5	45%[activator]	-4%[57.1 µM]
NCCCCCc1nnc(SCc2ccc(Cl)c(Cl)c2)o1	7%	-9%	/	-17%	0%	-9%	2	18%	-5%
C#CCOC(=O)CCC(=O)NCCc1ccccc1	3%	-4%	-3%	-3%	1%	-35%	0	35%	5%[57.1 µM]
Cc1ccc(NC(=O)c2ccc3c(c2)nnn3C)cc1	-4%	3%	-4%	-20%	5%	35%	-1	46%[activator]	5%
COc1ccc(N2CCN(c3cc(C)c4ccccc4n3)CC2)cc1	5%	-9%	1%	-42%	-1%	36%	-4	?	73%
COc1cccc(CN(C(=O)c2cccc(C)c2)C2CCS(=O)(=O)C2)c1 (configuration not stated)	-2%	8%	-2%	0%	-5%	19%	0	19%	0%
Cc1c(NC(=O)C(=O)N/N=C/c2cccs2)c(=O)n(-c2ccccc2)n1C	1%	-14%	-1%	2%	0%	-2%[57.1 µM]	-5	23%	?
CCOC(=O)C1=CN(CC)S(=O)(=O)NC1c1ccccc1 (configuration not stated)	7%[38.3 µM]	-2%	3%	-5%	-12%	12%	3	18%	0%
O=C(COC(=O)c1ccc(O)cc1O)c1ccc2c(c1)OCCO2	-10%	-2%	8%	-21%	0%	20%	-2	22%	-2%
Cc1ccccc1-n1nc2c(c1NC(=O)c1cccc(F)c1)CS(=O)C2 (configuration not stated)	14%	-4%	-7%	-25%	15%	19%	-3	54%[activator]	4%
COC(=O)C1=C(C)N=C2SCCC(=O)N2C1c1ccc(OC(=O)c2ccco2)cc1 (configuration not stated)	-3%	0%	-2%	-21%	4%	6%	-1	31%	-5%
CSc1ccc(CCNC(=O)C2CCN(c3ncnc4c3nc3n4CCCCC3)CC2)cc1	-5%	-2%	-3%	-6%	-3%	13%	4	-10%	4%
COc1cc(S(=O)(=O)NCCCN2CCOCC2)ccc1-n1cnnn1	-1%	4%	-1%	-16%	2%	-8%	4	?	-5%
CCS(=O)(=O)N1CCN(S(=O)(=O)c2ccccc2)CC1	1%	6%	-2%	-19%	5%	27%[57.1 µM]	3	39%[activator]	15%[57.1 µM]
CCOc1cccc(C(=O)Nc2ccccc2C(=O)N2CCN(C)CC2)c1	-2%	8%	4%	-3%	-2%	3%	3	30%[activator]	-8%
O=C(O)CSC1CC(=O)N(c2cccc(Cl)c2)C1=O (configuration not stated)	3%	-2%	1%	-5%	-12%	-24%	5	21%	-11%
CCc1ccc(NC(=O)CN2C(C(=O)OC)=C(c3ccccc3)c3ccccc3S2(=O)=O)cc1	-5%	4%	0%	-8%	28%	20%	-3	15%	-1%

Records listed so far marked active in TrxR1 inh:
SMILES	mIDH1 inhibitor	Tb PGK inh	GLS inhibitor	USP1 inh	Pin1 inhibitor	TrxR1 inh	PI4K2A block	HP1b binding inh	TrxR1 substrate
O=C(NC(=S)NNS(=O)(=O)c1ccccc1)c1cccnc1	-1%	4%	-2%	-3%	0%	25µM*	-5	45%[activator]	-4%[57.1 µM]
